All columns: NCI-60 one-dose screen, growth in % after 48 h at 10 µM unless noted; 100 = growth as untreated, 0 = no growth, -100 = all killed.
CCRF-CEM: CCRF-CEM leukemia; actives 7% (n = 77,000)
SR: SR leukemia cells; actives 8.7% (n = 73,000); AID 1794780
MDA-MB-435: MDA-MB-435 melanoma | actives 7.8% (n = 82,000) | AID 1794794
RPMI-8226: RPMI-8226 leukemia cells; actives 7.5% (n = 77,000); AID 1794781
HOP-62: HOP-62 NSCLC; actives 3.9% (n = 80,000); AID 1794735
HOP-92: HOP-92 NSCLC cells; actives 6.3% (n = 71,000); AID 1794738
K-562: K-562 leukemia; actives 7.4% (n = 78,000)
MOLT-4: MOLT-4 leukemia cells; actives 6.9% (n = 80,000); AID 1794779
The depositor's hits bear a star; nt = not tested or not shown; & = joins results of further samples; [ ] = dose if it differs, or a comment. The calls were made as follows: active = growth percent below 10; inactive = the rest. Not all compounds are listed, so the mix of outcomes need not match the whole.

SMILES	CCRF-CEM	SR	MDA-MB-435	RPMI-8226	HOP-62	HOP-92	K-562	MOLT-4
CSC(SC)=C1C(=O)NC(=O)NC1=O	96	121	106	98	96	97	107	104
Cn1ncc(Nc2ccc(CCN)cc2)c(Cl)c1=O	68	31	104	82	116	111	76	106
O=C(CI)Nc1ccc(Br)cc1	-32*	-53*	52	37	-63*	nt	-41*	-28*
CCOP(=O)(NC(C)(C)C)OCC	94	98	103	96	103	86	101	86
O=C(NC(O)C(Cl)(Cl)Cl)NC(O)C(Cl)(Cl)Cl (stereo unspecified)	106	119	nt	101	105	103	114	113
CC1CCC(OC(=O)CCl)CC1 (stereo unspecified)	96	106	90	103	101	98	100	116
O=C1NCN(c2ccccc2)C12CCNCC2	100	103	114	133	96	96	94	102
CCC(C)OC(=O)Cc1ccccc1 (stereo unspecified)	87	88	102	nt	93	83	98	94
CC1(C)CN1CCCCN1CC1(C)C (stereo unspecified)	nt	104	97	109	102	120	115	115
Nc1cccc(CC(=O)Nc2ccc(S(=O)(=O)F)cc2)c1	2.6*	97	90	nt	90	nt	144	117
COc1cc2cc(C(=O)N3C[C@@H](CCl)c4c3cc(OC(=O)N3CCN(C)[C@@H]5CSSC[C@H]53)c3ccccc43)[nH]c2c(OC)c1OC	-23*	-14*	-66*	-34*	-19*	-40*	-6.5*	-27*
CCN(CC)c1cccc(OC(=O)NC)c1	93	89	113	93	100	nt	104	99
CN[C@@H](c1ccccc1)[C@H](O)c1ccccc1	109	107	104	113	105	96	102	114
CN(CCCCN(C)CCOS(C)(=O)=O)CCOS(C)(=O)=O	50	12	101	91	85	86	93	28
CC1(C(=O)O)CC12c1ccccc1-c1ccccc12 (stereo unspecified)	98	84	109	nt	nt	129	108	87
C[C@]12CCC(=O)C[C@@H]1CC[C@@H]1[C@@H]2CC[C@]2(C)[C@@H](OC(=O)N(CCCl)N=O)CC[C@@H]12	15	nt	26	17	24	-8.1*	11	13
CC(Cl)[N+](=O)[O-] (stereo unspecified)	107	122	92	104	95	92	138	101
O1[As]2O[As]3O[As]1O[As](O2)O3	13	nt	14	15	-42*	-24*	nt	11
OC(c1ccc(Cl)cc1)C(Cl)(Cl)Cl (stereo unspecified)	102	96	108	107	82	78	111	111
CC[CH2][Sn]([Cl])([Cl])[CH2]CC.Oc1ccccc1C=NCCN=Cc1ccccc1O	0.2*	22&25	50&72	-10*	84&103	29&40	-24*	13&40

Pulled by compound from above (four):
SMILES	CCRF-CEM	SR	MDA-MB-435	RPMI-8226	HOP-62	HOP-92	K-562	MOLT-4
CCOP(=O)(NC(C)(C)C)OCC	94	98	103	96	103	86	101	86
CN[C@@H](c1ccccc1)[C@H](O)c1ccccc1	109	107	104	113	105	96	102	114
CSC(SC)=C1C(=O)NC(=O)NC1=O	96	121	106	98	96	97	107	104
O=C(CI)Nc1ccc(Br)cc1	-32*	-53*	52	37	-63*	nt	-41*	-28*

The list continues.
SMILES	CCRF-CEM	SR	MDA-MB-435	RPMI-8226	HOP-62	HOP-92	K-562	MOLT-4
N#Cc1c[nH]c2ccccc12	105	nt	100	107	93	88	110	106
CCCCCCc1cc2c(O)c(C(c3ccccc3)c3c(O)c4cc(CCCCCC)c(O)cc4oc3=O)c(=O)oc2cc1O	35	67	57	46	64	113	32	20
Fc1ccc2c(c1)c(-c1nc(-c3c[nH]c4ncccc34)cs1)cn2CCN1CCCCC1	60	51	72	67	79	26	14	40
CC(Cl)CN(CC(C)Cl)c1ccc(S(=O)(=O)Nc2ncccn2)cc1 (stereo unspecified)	79	42	107	101	90	nt	94	66
Nc1nc(N)nc(N)n1	106	91	91	106	92	96	113	101
[N-]=[N+]=CC(=O)CC[C@H](N)C(=O)O	101[20 µM]	103[20 µM]	99[20 µM]	104[20 µM]	96[20 µM]	81[20 µM]	103[20 µM]	103[20 µM]
CCN1C(=O)NC(=O)C(CC)(NC(=O)c2cc(F)c(F)c(F)c2F)C1=O (stereo unspecified)	98	107	104	113	108	132	102	113
COc1ccc(S(=O)(=O)N(Cc2ccc3c(c2)C=CC(C)(C)O3)c2ccccc2)cc1OC	72	76	87	46	87	88	63	74
CCN(CC)CC(O)CN1CC2CCCCC2C1 (stereo unspecified)	89	94	107	93	97	nt	97	110
COC1[C@@H]2C[C@H]3C(C)(C)O[C@@](C/C=C(/C)C(=O)O)(C2=O)[C@]32Oc3c(CC=C(C)C)c4c(c(O)c3C(=O)[C@H]12)C=CC(C)(C)O4 (stereo partly specified)	-1.9*	1.3*	-58*	-17*	-25*	-36*	2.6*	-8.1*
O=C1N(c2nncs2)CCN1[N+](=O)[O-]	102	81	108	87	92	85	90	86
Nc1nc(N)c(-c2ccc(Cl)cc2)c(COc2cccc(NC(=O)c3cccc(S(=O)(=O)F)c3)c2)n1	81	92	90	90	95	nt	95	82
Clc1cccc(Cl)c1Cl	96	93	105	110	99	113	85	104
CCCC1(CCSC(=N)N)C(=O)NC(=O)NC1=O	91	96	96	93	93	74	121	108
O=C(CCCC1SCC2NC(=O)NC21)NCCCc1cn(CCOCc2ccc(COC(=O)CCCc3ccc(N(CCCl)CCCl)cc3)cc2)nn1 (stereo unspecified)	102	92	104	105	101	95	99	104
Cc1ccc2[nH]c(=S)n(-c3ccc(F)cc3)c(=O)c2c1	86	103	104	92	96	77	97	106
CCN(CC)CCOC(=O)C(OC)(c1ccccc1)c1ccccc1	104	nt	102	104	104	92	104	96
C/C=C/CC1(CC)C(=O)NC(=S)NC1=O	99	111	102	107	95	77	100	107
CC1CCC(OC(C[N+](=O)[O-])C(Cl)(Cl)Cl)CC1 (stereo unspecified)	103	103	105	97	104	82	112	107
O=C(COc1ccc(OCC(=O)N2CC2)cc1)N1CC1	nt	95	106	107	109	100	94	92
O=C(O)CC(O)C(Cl)(Cl)Cl (stereo unspecified)	105	92	106	105	100	86	107	98
CCCCOP(=O)(CCl)OCCCC	nt	87	95	99	111	88	100	95
Cc1ccc(S(=O)(=O)N(C)N=O)cc1	100	102	107	100	nt	95	116	102
CCCOP(=S)(N1CC1C)N1CC1(C)C (stereo unspecified)	nt	107	96	105	116	90	108	106
c1ccc(NC2=NCCN2)nc1	108	80	106	111	99	88	105	89
CC(C)=CCc1c2c(c(O)c3c1O[C@]14C(=C[C@@H]5C[C@H]1C(C)(C)O[C@@]4(C/C=C(/C)C(=O)O)C5=O)C3=O)C=CC(C)(C)O2	-2.0*	-3.6*	-80*	-8.3*	-71*	-54*	2.2*	-16*
CC(C)CCC1C(=O)NC(=O)NC1=O	106	94	100	113	87	109	109	99
CNC(=O)Oc1ccc(C(C)(C)C)cc1OC(=O)NC	97	88	97	95	89	95	98	82
CCCC(Cc1ccccc1)N1CCCC1 (stereo unspecified)	104	101	128	106	105	100	112	97
CCC(C)N=C=S (stereo unspecified)	101	117	100	109	105	105	106	114
COC(=O)C(c1ccccc1)C1CCCCN1 (stereo unspecified)	76	nt	104	91	95	108	nt	100
COc1ccc(/C=C\c2cc(OC)c(OC)c(OC)c2)cc1N/C=C\C(=O)c1c[nH]c2ccccc12	5.7*	2.5*	-8.0*	19	39	nt	14	14
CC(C)OC(=O)[C@H](C)NP(=O)(Oc1ccccc1)C1CCCN(O)C1=O (stereo partly specified)	91	90	96	101	111	104	94	94
Oc1ccccc1-c1ccccc1O	102	103	104	103	100	119	107	108
CC(=O)c1ccc(Cl)cc1	113	nt	107	99	108	90	83	81
O=C(O)c1cc(S(=O)(=O)F)c2ccccc2c1O	97	95	98	103	92	117	97	100
COc1ccc(O)c2c(=O)c3c(OC)cc4c(c3oc12)[C@@H]1C=CO[C@@H]1O4	93	-6.6*	37	64	37	71	101	nt
C[C@]12CC[C@H]3[C@@H](C[C@@H]4N=C(c5ccc(O)cc5)S[C@@]45C[C@H](O)CC[C@]35C)[C@@H]1CC[C@@H]2O	13	5.9*	92	-37*	47	nt	14	-23*
C[C@H]1C[C@@H]2[C@H](CC[C@]3(C)[C@@H](O)CC[C@@H]23)[C@@]2(C)CC[C@H](O)C[C@H]12	87	96	100	89	102	99	89	89
Cc1nnc([S-])s1.[Au+].c1ccc([PH+](c2ccccc2)c2ccccc2)cc1	0.6*	7.0*	5.7*	-1.8*	28	-77*	1.1*	-9.1*

A stretch of the results above:
SMILES	CCRF-CEM	SR	MDA-MB-435	RPMI-8226	HOP-62	HOP-92	K-562	MOLT-4
O=C(O)c1cc(S(=O)(=O)F)c2ccccc2c1O	97	95	98	103	92	117	97	100
COc1ccc(O)c2c(=O)c3c(OC)cc4c(c3oc12)[C@@H]1C=CO[C@@H]1O4	93	-6.6*	37	64	37	71	101	nt
C[C@]12CC[C@H]3[C@@H](C[C@@H]4N=C(c5ccc(O)cc5)S[C@@]45C[C@H](O)CC[C@]35C)[C@@H]1CC[C@@H]2O	13	5.9*	92	-37*	47	nt	14	-23*
C[C@H]1C[C@@H]2[C@H](CC[C@]3(C)[C@@H](O)CC[C@@H]23)[C@@]2(C)CC[C@H](O)C[C@H]12	87	96	100	89	102	99	89	89
Cc1nnc([S-])s1.[Au+].c1ccc([PH+](c2ccccc2)c2ccccc2)cc1	0.6*	7.0*	5.7*	-1.8*	28	-77*	1.1*	-9.1*

Going on with the list.
SMILES	CCRF-CEM	SR	MDA-MB-435	RPMI-8226	HOP-62	HOP-92	K-562	MOLT-4
C[C@]12CCc3nc(-c4cccc(Oc5ccc(C(F)(F)F)cn5)c4)sc3C1=CC[C@@H]1[C@@H]2CC[C@]2(C)C(=O)CC[C@@H]12	113	98	101	102	97	97	97	100
O=C(O)COc1ccc(Cl)cc1	108	101	99	111	98	95	115	103
O=C=Nc1ccc(Br)cc1	103	99	108	99	119	nt	100	111
O=C(O)C1C(C(=O)O)C2(Cl)C(Cl)=C(Cl)C1(Cl)C2(Cl)Cl.[Hg] (stereo unspecified)	72	61	100	84	103	127	15	73
CN(C)CC(=O)c1ccc(O)c(O)c1	107	125	103	117	111	nt	107	114
CC(=O)OC1CCC2(C)C(=CC(=O)C3C2CCC2(C)C(OC(C)=O)CCC32)C1 (stereo unspecified)	89	102	102	101	107	nt	98	100
O=S(=O)(c1ccc(O)cc1)c1ccc(O)cc1	111	113	119	101	93	78	124	124
CC(=O)[O][Hg][c]1nc2c(c(=O)n(C)c(=O)n2C)n1C	nt	41	92	102	120	nt	60	100
CCCCCCCCCCCCCCCCCC1OCC(COC(=O)O[C@@H](C(=O)O[C@H]2C[C@@]3(O)[C@@H](OC(=O)c4ccccc4)[C@@H]4[C@]5(OC(C)=O)CO[C@@H]5C[C@H](O)[C@@]4(C)C(=O)[C@H](OC(C)=O)C(=C2C)C3(C)C)[C@@H](NC(=O)c2ccccc2)c2ccccc2)O1 (stereo partly specified)	18	18	-71*	4.1*	60	95	19	44
NNc1n[nH]c(=S)n1N	118&105&81	63&104&95	101&103&104	94&104&90	113&114&109	56&109&92	88&105&98	81&109&103
CN(C)C(=O)Nc1ccc(Cl)cc1	115	125	103	115	103	114	109	164
O=C(N/N=C/c1ccc(N(CCCl)CCCl)cc1)c1ccc(C(=O)N/N=C/c2ccc(N(CCCl)CCCl)cc2)cc1	nt	nt	86	35	59	nt	71	11
CCn1nccc1NC(=O)C(=O)c1cn(Cc2ccc(F)cc2)c2cccc(OC)c12	77	nt	104	60	76	47	80	66
Cc1cccc(C)c1N	106	102	101	101	93	101	106	105
O=P(Nc1ccccc1)(Nc1ccccc1)N(CCCl)CCCl	nt	94	101	nt	98	74	96	95
CCN(CC)CCOC(=O)C(c1ccccc1)C1(O)CCCCC1 (stereo unspecified)	97	113	103	99	110	96	115	127
COC(=O)[C@@H](C)C[C@H](Cc1ccc2ccccc2c1)NC(=O)c1csc([C@@H](C[C@H](C(C)C)N(C)C(=O)[C@@H](NC(=O)[C@H]2CCCCN2C)C(C)C)OC(C)=O)n1	24	6.8*	20	23	65	-5.1*	26	-2.6*
CC(=O)N(CCc1ccccc1)N=O	104	nt	105	108	102	nt	102	98
O=C(Nc1ccc([N+](=O)[O-])c(C(F)(F)F)c1)c1cc(-c2ccc(F)cc2F)ccc1O	79	nt	111	74	99	91	94	98

Structural class: the compounds so far with an aryl methoxy group (five)
SMILES	CCRF-CEM	SR	MDA-MB-435	RPMI-8226	HOP-62	HOP-92	K-562	MOLT-4
COc1cc2cc(C(=O)N3C[C@@H](CCl)c4c3cc(OC(=O)N3CCN(C)[C@@H]5CSSC[C@H]53)c3ccccc43)[nH]c2c(OC)c1OC	-23*	-14*	-66*	-34*	-19*	-40*	-6.5*	-27*
COc1ccc(S(=O)(=O)N(Cc2ccc3c(c2)C=CC(C)(C)O3)c2ccccc2)cc1OC	72	76	87	46	87	88	63	74
COc1ccc(/C=C\c2cc(OC)c(OC)c(OC)c2)cc1N/C=C\C(=O)c1c[nH]c2ccccc12	5.7*	2.5*	-8.0*	19	39	nt	14	14
COc1ccc(O)c2c(=O)c3c(OC)cc4c(c3oc12)[C@@H]1C=CO[C@@H]1O4	93	-6.6*	37	64	37	71	101	nt
CCn1nccc1NC(=O)C(=O)c1cn(Cc2ccc(F)cc2)c2cccc(OC)c12	77	nt	104	60	76	47	80	66

Bioassay records as filed in PubChem BioAssay.
